# High-throughput results: PubChem BioAssay, National Center for Advancing Translational Sciences (NCATS)
# TrxR1 substrate: rat thioredoxin reductase 1 substrate activity; Potency, µM (highest dose often 114 µM), for inactives: at the highest dose activity change, negative = substrate turnover; 390,000 compounds, 0.01% hits; purified TrxR1 substrate turnover, NADPH consumption readout; further: potency means the concentration at half of the fitted maximal effect; on the % scale 0 is the no-effect control and ±100 the full control effect; nearly all actives have a fitted effect of over 50% in size
#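 Rat TrxR1, dispensed at 90 nM, was prereduced with 400 uM NADPH (final) for 5 min at ~22 deg C, then incubated with compound 15 min before 400 uM selenite. A first-read NADPH fluorescence drop versus no-compound background flagged substrates.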
# mIDH1 inhibitor: inhibitors of human mutant IDH1 R132H | O75874 | IDH1-R132H enzyme, NADPH consumption, diaphorase/resazurin fluorescence | Potency, µM (highest dose often 76.6 µM), inactives show at the highest dose activity change, negative = inhibition, hits mostly inhibitors | 390,000 compounds, 0.093% hits; further: potency means the concentration at half of the fitted maximal effect; on the % scale 0 is the no-effect control and ±100 the full control effect; nearly all actives have a fitted effect of over 65% in size
# Target sequence (O75874 whole entry R132H, stated change not applied): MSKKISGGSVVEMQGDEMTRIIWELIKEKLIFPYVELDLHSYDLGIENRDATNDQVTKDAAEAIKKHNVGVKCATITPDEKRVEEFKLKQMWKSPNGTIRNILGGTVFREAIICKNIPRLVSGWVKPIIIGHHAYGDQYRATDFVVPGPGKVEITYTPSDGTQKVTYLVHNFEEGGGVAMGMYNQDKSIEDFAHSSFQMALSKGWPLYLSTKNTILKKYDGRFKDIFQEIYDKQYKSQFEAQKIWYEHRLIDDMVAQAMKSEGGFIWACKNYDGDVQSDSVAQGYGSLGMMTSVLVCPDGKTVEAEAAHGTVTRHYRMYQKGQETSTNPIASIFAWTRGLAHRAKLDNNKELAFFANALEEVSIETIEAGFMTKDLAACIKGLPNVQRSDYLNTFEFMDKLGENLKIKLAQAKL
#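 IDH1-R132H (0.5 ug/mL dispensed) in pH 7.5 Tris buffer was preincubated 30 min with compound, then given a substrate mix of 0.016 mM NADPH and 2 mM alpha-KG for 80 min at room temperature; remaining NADPH was read by diaphorase/resazurin fluorescence.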
# Glioma ERSR ind: induces the endoplasmic reticulum stress response in human glioma cells; U87-MG GRP78 promoter luciferase reporter, 16 h; Potency, µM, inactives show top-dose activation, usual class: activators; 420,000 compounds, 0.02% hits; AID 602332; further: potency means the concentration at half of the fitted maximal effect; series mostly up to about 76 µM; % of control where 0% means no effect; nearly all actives have a fitted effect of over 35% in size
#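 ERSR induction read as luciferase luminescence (Bright-Glo, 10 min at room temperature) in stably transfected human U87-MG glioma cells exposed to compounds for 16 h, using GRP78 as sensor.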
# LDHA inh: blocks human lactate dehydrogenase A. activity change, % (values are at about 110 or 230 µM). purified LDHA, NADH/diaphorase-resazurin fluorescence; stronger effect = lower value. AID 1347041. 480,000 compounds, 0.15% hits; in the data active means activity change below about -30%; inconclusive means mostly about -25% to -30%;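 further: plate controls were DMSO wells for no effect and wells without enzyme for full effect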
#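 Human LDH5 (2 nM) was incubated with 0.06 mM NADH and 0.2 mM pyruvate for 5 min at room temperature in Tris pH 7.4. Remaining NADH was coupled through diaphorase/resazurin, and resorufin fluorescence was read at 0 and 20 min.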
# USP1-UAF1 inh: inhibitors of human USP1/UAF1 deubiquitinase; recombinant USP1/UAF1, Ub-Rhodamine cleavage fluorescence; 390,000 compounds, 0.23% hits; O94782; Potency, µM (doses to about 57.1 µM), for inactives: at the highest dose activity change, negative = inhibition, hits mostly inhibitors; further: potency means the concentration at half of the fitted maximal effect; on the % scale 0 is the no-effect control and ±100 the full control effect; nearly all actives have a fitted effect of over 60% in size; inactives centre near -12
#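 High-throughput fluorogenic screen: 1nM USP1/UAF1 complex, Ub-Rho substrate 150nM final, 50mM HEPES pH 7.8 with 0.5mM EDTA, 0.1 mg/ml BSA, 1mM TCEP and 0.01% Tween-20.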
# Vif-A3G inh: Vif-A3G binding inhibition; Q9HC16; HeLa A3G-eYFP + Vif (tagged APOBEC3G with the HIV-1 protein that degrades it), YFP fluorescence, overnight; Potency, µM (doses to about 46.1 µM), for inactives: at the highest dose activity, negative = active, hits mostly inhibitors; 410,000 compounds, 0.076% hits; AID 602310;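 further: potency means the concentration at half of the fitted maximal effect; on the % scale 0 is the no-effect control and ±100 the full control effect; nearly all actives have a fitted effect of over 60% in size; hits raise eYFP signal because A3G escapes Vif-driven loss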
# Target sequence (Q9HC16 whole entry, looked up): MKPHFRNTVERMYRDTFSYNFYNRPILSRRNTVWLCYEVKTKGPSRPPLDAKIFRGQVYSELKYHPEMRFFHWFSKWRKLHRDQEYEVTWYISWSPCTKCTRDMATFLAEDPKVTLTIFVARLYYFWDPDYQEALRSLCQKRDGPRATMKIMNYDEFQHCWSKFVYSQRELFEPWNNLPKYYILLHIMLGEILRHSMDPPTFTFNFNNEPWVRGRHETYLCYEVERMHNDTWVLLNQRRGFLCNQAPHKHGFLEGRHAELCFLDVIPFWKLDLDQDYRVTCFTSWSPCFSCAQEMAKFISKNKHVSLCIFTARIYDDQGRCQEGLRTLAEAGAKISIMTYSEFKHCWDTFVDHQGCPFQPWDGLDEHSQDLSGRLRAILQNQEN
#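 HeLa cells stably expressing Vif and C-terminally eYFP-tagged A3G, seeded overnight at 37 deg C, then exposed to compound by pintool overnight at 37 deg C. Rise in yellow fluorescence (Ex 488/Em 500-530, Acumen) marks blocked Vif-driven A3G degradation.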
# TrxR1 inh: rat TrxR1 inhibition. recombinant rTrxR1, NADPH fluorescence consumption, selenite substrate. Potency, µM (highest dose often 114 µM), for the others: at the highest dose activity change, negative = inhibition, actives largely listed as inhibitors. 390,000 compounds, 1% hits. AID 588453; further: potency means the concentration at half of the fitted maximal effect; on the % scale 0 is the no-effect control and ±100 the full control effect; nearly all actives have a fitted effect of over 65% in size
#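 Rat TrxR1 (90 nM in the dispensed reagent) was pre-reduced with 400 uM NADPH for 5 min at room temperature, then incubated with compound for 15 min. After 400 uM selenite was added, NADPH fluorescence (Ex 340/Em 450 nm) was followed for 8 min.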
# RGS4 inh: inhibitors of human regulator of G protein signaling 4. P49798. Potency, µM (titrated, usually from 114 µM), for the others: top-dose activity change, negative = inhibition, usual class: inhibitors. Transcreener GDP fluorescence polarization, RGS4-accelerated GTP hydrolysis. 390,000 compounds, 0.039% hits; further: potency means the concentration at half of the fitted maximal effect; on the % scale 0 is the no-effect control and ±100 the full control effect; nearly all actives have a fitted effect of over 75% in size; some results filed as inactive show a strong effect at the top dose
# Target sequence (P49798 whole entry, looked up): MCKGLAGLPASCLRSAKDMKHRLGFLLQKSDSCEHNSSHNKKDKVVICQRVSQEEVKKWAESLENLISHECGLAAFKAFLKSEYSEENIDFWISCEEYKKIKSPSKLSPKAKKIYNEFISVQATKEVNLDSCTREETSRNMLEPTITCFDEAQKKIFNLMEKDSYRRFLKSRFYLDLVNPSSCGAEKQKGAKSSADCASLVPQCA
#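 MLSMR compounds (23 nl, pin-transferred) preincubated 10 min at room temperature with a 500nM (2x) first reagent, then RGS4 at 900nM (2x) plus Transcreener GDP mix added; fluorescence polarization (620/688 nm) read before and after 90 min at 30 °C.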
# Vif-APOBEC3F blk: inhibitors of Vif-A3F interaction | HeLa A3F-eYFP + Vif (tagged APOBEC3F with the HIV-1 protein that degrades it), YFP fluorescence increase | Potency, µM (titrated, usually from 46.1 µM), for the others: at the top dose activity, negative = active | 390,000 compounds, 0.2% hits; further: potency means the concentration at half of the fitted maximal effect; % of control where 0% means no effect; nearly all actives have a fitted effect of over 65% in size
#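 HeLa cells stably expressing A3F-eYFP plus Vif, plated and incubated overnight at 37 deg C, then exposed to compounds overnight at 37 deg C. Blocked degradation read as raised yellow fluorescence (Ex 488/Em 500-530).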
# * = called active by the depositor; ? = inconclusive; . = no result given; [ ] = another dose, or the depositor's remark. Unless noted, the call rests on the fitted dose curve; in most records, active means well fitted curve in the direction sought with a large enough effect; inconclusive means small, poorly fitted or top-dose-only effect, or another doubt; inactive means no such curve, though single readings can be large; an effect the other way counts as inactive or inconclusive. Not all compounds are listed (hit frequency here may not be typical).
SMILES,TrxR1 substrate,mIDH1 inhibitor,Glioma ERSR ind,LDHA inh,USP1-UAF1 inh,Vif-A3G inh,TrxR1 inh,RGS4 inh,Vif-APOBEC3F blk
COc1cccc(C2C(=O)c3ccccc3C2=O)c1,-24%[57.1 µM],3%,-3%,-5,-8%,1%,1%[57.1 µM],-15%,6%
CC(=O)c1c(O)cc2c3c1OC(C)(C)C1CCC(C)(CC31)O2 (stereo not drawn),.,2%,-5%,-11,-13%,2%,.,.,0%
CCCCOc1ccc(NC(=O)CSc2nnnn2C)cc1,8%,4%,0%,-9,6%,-3%,21%[57.1 µM],11%,-8%
O=c1[nH][nH]cc1C=NCc1cccnc1,-5%,-2%,-3%,-2,-15%,1%,11%,11%,2%
COc1cccc(-c2nnc(-c3ccc(C(F)(F)F)cc3)o2)c1OC,-8%,5%,7%,-2,-12%,0%,-5%,-4%,5%
CC(CCC(C)OC(=O)c1ccccc1C(=O)O)OC(=O)c1ccccc1C(=O)O (stereo not drawn),10%,-3%,-2%,-4,-20%,-5%,7%[57.1 µM],4%,-1%
Cc1cc(O)c(/C=N/Nc2ccc(Cl)cc2)c(=O)o1,-9%,10%,-1%,7,-18%,-12%,-70%,?,6%
Cc1ccc(Sc2ccc(NC(=O)c3ccc(S(C)(=O)=O)cc3Cl)cc2)cc1,-3%[57.1 µM],-4%,-2%,-5,-13%,-4%,-1%[57.1 µM],-19%,-4%
CC(=Nc1ccccc1)c1sc2ccccc2c1O,-9%,9%,0%,-1,-13%,-17%,5%,6%,-15%
NS(=O)(=O)c1ccc(CCNC(=O)CCS(=O)(=O)c2ccc(Br)cc2)cc1,2%,-5%,-5%,-7,-5%,1%,14%,3%,4%
CCc1ccc(NC(=O)CSc2nnc(-c3cc4occc4n3C)n2-c2ccccc2C)cc1,-4%,1%,-1%,3,?,2%,18%,2%,-4%
COc1ccc(CCNc2ncnc3c2cnn3-c2ccc(C)c(Cl)c2)cc1,-9%[57.1 µM],-13%,-5%,0,-7%,-1%,-1%[57.1 µM],9%,0%
CCCOc1ccc(C(=O)NC2CCSc3ccccc32)cc1 (stereo not drawn),1%,1%,-8%,-6,-20%,0%,16%,-4%,-5%
CC(C)c1nnc(NC(=O)C2CCCN2C(=O)Nc2ccc(F)cc2)s1 (stereo not drawn),5%[57.1 µM],1%,1%,-2,-21%,-2%,8%[57.1 µM],-19%,3%
CC1CCCC(C)N1S(=O)(=O)c1ccc(NC(=O)CNC2CCCC2)cc1 (stereo not drawn),-1%,1%,3%,-4,?,-1%,3%,2%,-12%
N=c1n(CCN2CCOCC2)c2ccccc2n1Cc1ccccc1Br,6%,0%,-7%,1,0%,-1%,22%,13%,-8%
Cc1ccccc1N/N=C/c1ccc(N2CCOCC2)cc1,-3%[57.1 µM],2%,3%,9,4%,0%,?,?,-4%
O=C(CNC(=O)c1ccco1)NCC(=O)OCc1ccc(Cl)cc1Cl,-1%,5%,-2%,-4,-10%,-2%,10%,15%,6%
COc1ccc(/C=C\c2nc(O)c([N+](=O)[O-])c(=O)[nH]2)cc1O,1%[57.1 µM],1%,-7%,17,-13%,1%,-2%[57.1 µM],-2%,-3%
COc1ccc(CNC(=O)C(C)N(C)Cc2cccc(F)c2)cc1 (stereo not drawn),4%,3%,-6%,0,-16%,-5%,7%,-17%,-10%

# Molecules from the list above that contain an aryl thioether with sulfur outside any ring, in the order listed:
SMILES,TrxR1 substrate,mIDH1 inhibitor,Glioma ERSR ind,LDHA inh,USP1-UAF1 inh,Vif-A3G inh,TrxR1 inh,RGS4 inh,Vif-APOBEC3F blk
CCCCOc1ccc(NC(=O)CSc2nnnn2C)cc1,8%,4%,0%,-9,6%,-3%,21%[57.1 µM],11%,-8%
Cc1ccc(Sc2ccc(NC(=O)c3ccc(S(C)(=O)=O)cc3Cl)cc2)cc1,-3%[57.1 µM],-4%,-2%,-5,-13%,-4%,-1%[57.1 µM],-19%,-4%
CCc1ccc(NC(=O)CSc2nnc(-c3cc4occc4n3C)n2-c2ccccc2C)cc1,-4%,1%,-1%,3,?,2%,18%,2%,-4%

# (continued)
SMILES,TrxR1 substrate,mIDH1 inhibitor,Glioma ERSR ind,LDHA inh,USP1-UAF1 inh,Vif-A3G inh,TrxR1 inh,RGS4 inh,Vif-APOBEC3F blk
O=C(NCCc1ccncc1)C12CC3CC(CC(C3)C1)C2,0%,8%,-1%,-12,-2%,1%,6%,-6%,-12%
CC(C(=O)N1CCN(c2ccccc2F)CC1)c1ccc([N+](=O)[O-])cc1 (stereo not drawn),-1%,-2%,-6%,-6,2%,1%,14%,26%,-15%
Cc1ccc(/C=N/n2c(C)n[nH]c2=S)o1,1%,0%,-3%,-3,-17%,-3%,-13%,-21%,-5%
Cc1cc(C)cc(NS(=O)(=O)c2cc(C(=O)NCc3ccccn3)ccc2Cl)c1,-1%,1%,0%,-2,-14%,-6%,-1%,3%,6%
CCOC(=O)c1[nH]c(C)c(C(=O)OCC(=O)NCc2ccc(OC)c(OC)c2)c1C,-5%,-3%,5%,-4,-6%,-1%,-2%,18%,7%
COc1cc(C(=O)NCC2CCCN2S(=O)(=O)c2cccs2)cc(OC)c1OC (stereo not drawn),-1%[57.1 µM],-5%,1%,-10,-10%,1%,1%[57.1 µM],6%,7%
COc1ccccc1N1CCN(C(=O)CCC(=O)O)CC1,-8%[57.1 µM],3%,-2%,2,-12%,1%,32%[activator][57.1 µM],-31%,-4%
Cc1cccc(NC(=O)CSc2nnc(C)n2Cc2ccccc2)c1,-5%,7%,0%,-2,-9%,0%,-3%,-12%,8%
COC(=O)Cn1c(=O)c(C(=O)CCl)c(N)n(Cc2ccccc2)c1=O,10%,-1%,-5%,-2,-23%,-24%,?,5%,-1%
Cc1nc(-c2ccc(Br)cc2)ccc1C(=O)O,-5%,-4%,-2%,-13,-14%,0%,1%,-12%,-16%
O=C(NC1CCc2ccccc21)c1cc(COc2ccc(F)cc2Cl)on1 (stereo not drawn),9%,-5%,1%,-4,-21%,2%,27%,-3%,3%
N#Cc1c(NC(=O)CSc2nnc(-c3ccncc3)n2CC2CCCO2)sc2c1CCCC2 (stereo not drawn),2%,-1%,-2%,-13,-18%,-1%,5%,-12%,-5%
N#Cc1c(NC(=O)CSc2ccccn2)oc(-c2ccccc2)c1-c1ccccc1,4%[57.1 µM],-5%,-6%,-3,-8%,-6%,-1%[57.1 µM],-16%,1%
COc1ccc(C(=O)NCCN2CCCC2)cc1[N+](=O)[O-],0%[11.4 µM],-11%,-4%,-7,-16%,2%,24%[2.29 µM],8%,4%
COc1ccc(OC)c(CCNC(=O)C(C)n2nc(C)c3c(C)n(-c4ccccc4)nc3c2=O)c1 (stereo not drawn),4%,1%,-6%,1,-22%,5%,13%,-11%[11.4 µM],1%
C[C@H](CO)N1C[C@H](C)[C@H](CN(C)Cc2cccc(F)c2)Oc2ncc(Br)cc2C1=O,.,1%,-5%,-20,-4%,-7%,.,.,4%
CCOc1ccc(N(Cc2cc3cc(C)ccc3[nH]c2=O)S(=O)(=O)c2ccccc2)cc1,17%,-3%,-2%,-8,-19%,0%,24%,-10%,-6%
CCn1c(/N=C/c2ccccc2O)nc2ccccc21,-9%,7%,-4%,-3,-2%,1%,-10%,18%,-10%
CCCN(CCC)c1nc(N(CCC)CCC)[nH]c(=O)n1,-2%[57.1 µM],5%,-1%,-3,-20%,1%,0%[57.1 µM],-31%,-6%
COC(=O)[C@]1(C)CCC[C@@]2(C)C3CC[C@]4(OC(C)=O)C[C@@]3(CCC21)CC4=O (stereo partly drawn),-5%,5%,-2%,-3,-10%,0%,6%,-8%,9%
COc1cc(NC(=O)Nc2nnc(N3CCCCC3)s2)cc(OC)c1,-3%,-7%,1%,-5,-7%,-1%,12%,1%,-4%
O=C(Nc1ccccc1)N(Cc1cccc(Cl)c1)c1ccccn1,6%,-1%,0%,-4,3%,-3%,24%,-28%,3%
NC(=O)C1(N2CCCCC2)CCN(c2nc(-c3ccccc3)cs2)CC1,-8%,0%,-6%,-1,-4%,0%,14%[57.1 µM],-17%,1%
COC(=O)c1ccc(C23CC4(C2)[C@H](CN(C)[C@@H]4c2ccccc2)C3c2ccccc2)cc1 (stereo partly drawn),2%,-1%,-4%,0,-12%,5%,8%,3%,3%
CCSc1ncc(Cl)c(C(=O)Nc2sc3c(c2C(=O)NCCOC)CCCC3)n1,-4%,.,-1%,-5,.,3%,10%,.,.
COc1ccc(-c2csc(NC(=O)C3CCCCN3S(=O)(=O)c3ccccc3)n2)cc1 (stereo not drawn),-9%,-2%,-1%,-5,-11%,-1%,4%,6%,-2%
CCC(C)(C)C1CCC2(CC1)NC(=O)N(CC(=O)N1CCN(c3ccccc3OC)CC1)C2=O (stereo not drawn),.,-2%,-4%,0,2%,-2%,.,.,-17%
Cc1sc2nc(CSCC(=O)Nc3ccc(Cl)cc3F)[nH]c(=O)c2c1C,-2%,2%,-5%,-3,-9%,-7%,18%,9%,-26%
COc1ccc(CNC(=O)Cn2cc(C(F)(F)F)ccc2=O)cc1,-2%,-1%,-2%,-6,-22%,4%,-10%,6%,-10%
